Screening results as filed in PubChem BioAssay.
MgcRacGAP inhibition = MgcRacGAP GTPase-activating activity inhibitors, confirmation, biochemical, ADP Hunter fluorescence. MgcRacGAP-stimulated Rac1 GTP hydrolysis, ADP Hunter fluorescence; higher % means a stronger effect; GST-tagged Rac1 F28L mutant substrate. inhibition, % at 30 µM; hits with a dose series show IC50 in µM. 340,000 compounds, 0.6% hits;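 active = first-screen hits whose inhibition reached a set limit at any dose in the follow-up dose series; inconclusive = inhibition above the set first-screen limit but never retested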;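 note: fluorescence reports GDP produced by GAP-driven GTP hydrolysis; strong numbers were not always called active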
T cell HTS = modulates CD8 T cell binding to vesicles | AID 2052 | 2C CD8+ T cell-vesicle binding, flow cytometry; active compounds read low | calls only at 7 µM | 330,000 compounds, 0.068% hits;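 active = response, share of CD8 T cells binding vesicles, and their 90th percentile fluorescence all below set limits, cut at about 80% in these data, passing the limit was not always enough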
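Incubation: binding step 1.5 h, 37 °C, antibody labelling 20 min, ice; system: murine 2C transgenic CD8+ T lymphocytes; technique: cytometric PE anti-B7-1 and Alexa647 anti-CD8 signals after 1% paraformaldehyde fixation; also added: QL9-charged Drosophila Ld/ICAM-1/B7-1 vesicles; control set: naked versus QL9-loaded vesicles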
Myeloid diff MLP = promotes myeloid progenitor differentiation | ER-HoxA9 myeloid progenitors, lysozyme-GFP differentiation, flow cytometry | calls only at 10 µM | 360,000 compounds, 1% hits | AID 624256;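 active = normalized GFP-positive differentiation at or above the plate's own cutoff, the solvent-only control mean plus 3 SD; inconclusive = no clear call, values can overlap the other calls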;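 note: cells exposed to compound for four days before flow analysis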
T cell HTS vesicle-bound % = recorded beside T cell HTS, whose call it bears; double positive events, %; measured here: CD8+ vesicle-bound cell fraction;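 binding gate set so that unloaded-vesicle control wells show 10% double positive cells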
Myeloid diff MLP GFP+ MAC1+ % = second read-out of Myeloid diff MLP, no call of its own (marks repeat the call); GFP+ MAC1+ double positive, %; measured here: differentiation confirmed by MAC1 staining
An asterisk follows results filed as active; i = inactive; ? = inconclusive; . = no result given; + = active, no number.

No.	Structure	MgcRacGAP inhibition	T cell HTS	T cell HTS vesicle-bound %
1	O=C(C[C@H]1C/C=C\C[C@H](Cc2ccc(F)cc2)C(=O)O[C@@H](c2ccccc2)CNC1=O)N[C@H](CO)Cc1ccccc1	7%	i	15
2	COc1ccc(NS(=O)(=O)c2cc(NC(=O)COc3ccc(OC)cc3)ccc2N2CCOCC2)cc1	8%	i	33
3	C[C@@H]1CN([C@@H](C)CO)C(=O)Cc2cc(NS(=O)(=O)c3cn(C)cn3)ccc2O[C@@H]1CN(C)C(=O)Nc1ccccc1	6%	i	4
4	CC(=O)c1ccc(S(=O)(=O)N2CCNC(=O)C2)cc1	6%	i	35
5	Cc1ccc(S(=O)(=O)N2CCOCC2)cc1C(=O)NCCc1ccc(Cl)cc1	2%	i	43
6	COc1cc(C=NNC(=O)c2ccccc2-n2cccc2)ccc1O	33µM*	i	44
7	COc1ccc(NC(=O)CNC(=O)Cc2cccc3ccccc23)cc1	6%	i	25
8	CCN(C(=O)CSc1nnnn1-c1ccc(Cl)cc1)C1CCS(=O)(=O)C1 (stereo unspecified)	-3%	i	33
9	CC(O)c1cc2c(s1)c1cnn(Cc3ccccc3F)c(=O)c1n2C (stereo unspecified)	6%	i	6
10	C[C@H](CO)N1C[C@H](C)[C@@H](CN(C)C(=O)Nc2ccccc2)Oc2ccc(NS(=O)(=O)c3ccccc3)cc2C1=O	7%	i	6
11	COc1ccc(S(=O)(=O)N(C)C[C@H]2Oc3c(NC(=O)Cc4ccccc4)cccc3C(=O)N([C@H](C)CO)C[C@@H]2C)cc1	3%	i	24
12	O=C(NCC1CCCO1)c1ccccc1NS(=O)(=O)c1cc([N+](=O)[O-])ccc1Cl (stereo unspecified)	-3%	i	50
13	Cc1ccc(S(=O)(=O)N2CCOCC2)cc1C(=O)N1CCc2ccccc21	4%	i	29
14	C[C@@]12C(=O)Nc3ccccc3C(=O)N1[C@H]1c3cc(Cl)ccc3OC[C@@H]1[C@@H]2c1ccccc1	4%	i	10
15	Cc1ccccc1-n1ccnc1SCC(=O)Nc1cccc(S(=O)(=O)NC2=NCCC2)c1	1%	i	48

No.	Myeloid diff MLP	Myeloid diff MLP GFP+ MAC1+ %
1	i	1.9
2	i	0.5
3	i	0.9
4	i	1.6
5	i	1.5
6	i	0.3
7	i	0.7
8	i	0.9
9	i	0.4
10	i	1.2
11	i	0.8
12	i	0.6
13	i	1.3
14	i	2.0
15	i	0.4

Compound profiles, as listed above. Screens in order: MgcRacGAP inhibition	T cell HTS	T cell HTS vesicle-bound %	Myeloid diff MLP	Myeloid diff MLP GFP+ MAC1+ %
O=C(C[C@H]1C/C=C\C[C@H](Cc2ccc(F)cc2)C(=O)O[C@@H](c2ccccc2)CNC1=O)N[C@H](CO)Cc1ccccc1 is listed as 7%	i	15	i	1.9
COc1ccc(NS(=O)(=O)c2cc(NC(=O)COc3ccc(OC)cc3)ccc2N2CCOCC2)cc1 is listed as 8%	i	33	i	0.5

(listing goes on)
No.	Structure	MgcRacGAP inhibition	T cell HTS	T cell HTS vesicle-bound %
16	CCOc1ccc(C(=O)COC(=O)CN2C(=O)NC3(CCCCC3C)C2=O)cc1 (stereo unspecified)	-9%	i	36
17	O=C(OCC(=O)N1CCc2ccccc21)c1ccc([N+](=O)[O-])o1	2%	i	45
18	O=C1c2ccc(-c3ccc(Cl)c(C(F)(F)F)c3)cc2S(=O)(=O)c2cccc(C(=O)N3CCN(c4ncc(Br)cn4)CC3)c21	6%	i	14
19	COc1ccc(/C=C/C(=O)N2CCN(S(=O)(=O)c3ccccc3Br)CC2)cc1OC	-3%	i	44
20	Cc1c(NC(=O)COC(=O)/C=C/c2ccccc2Br)c(=O)n(-c2ccccc2)n1C	2%	i	38
21	CCC(C)Sc1cccc(-c2nc3cnccn3c2NC2CCCCC2)c1 (stereo unspecified)	7%	i	4
22	CCCCNc1ccc2oc(-c3ccc(OC)cc3)c(-c3ccc(OC)c(F)c3)c2c1	5%	i	21
23	COc1cccc(CC(=O)Nc2ccc(S(=O)(=O)Nc3nccs3)cc2)c1	-19%	i	17
24	COc1ccc(S(=O)(=O)N2CCN(Cc3cccs3)CC2)cc1OC	1%	i	41
25	O=C1N[C@@H](Cc2c[nH]c3ccccc23)COC(=O)[C@@H](Cc2ccc(F)cc2)CC/C=C/C[C@@H]1CC(=O)N(CCO)Cc1ccccc1	5%	i	17
26	CC1CCN(C(=O)c2ccc(N3CCOCC3)c([N+](=O)[O-])c2)CC1	7%	i	50
27	O=C(NC(=S)Nc1ccc(Br)cc1F)C1CCCCC1	3%	i	44
28	O=C(Nc1cc(C(F)(F)F)ccc1-n1cncn1)c1cn2ccccc2n1	7%	i	29
29	COc1ccc(/C=C/C(=O)OCC(=O)NC2CCCC(C)C2C)cc1 (stereo unspecified)	6%	i	21
30	COc1ccc(NC(=O)Nc2cccc3c2O[C@@H](CN(C)S(=O)(=O)c2cn(C)cn2)[C@@H](C)CN([C@H](C)CO)C3=O)cc1	4%	i	11

No.	Myeloid diff MLP	Myeloid diff MLP GFP+ MAC1+ %
16	i	0.7
17	i	0.4
18	i	2.5
19	i	0.2
20	i	0.7
21	i	0.5
22	i	1.1
23	i	1.6
24	i	0.5
25	i	1.6
26	i	0.3
27	i	0.8
28	i	0.4
29	i	0.6
30	i	0.3

Next part
No.	Structure	MgcRacGAP inhibition	T cell HTS	T cell HTS vesicle-bound %
31	CC[C@@]1(C(=O)OC)N[C@H](CN(C)S(=O)(=O)c2ccc(-c3ccccc3)cc2)[C@@H]2C(=O)N(Cc3ccccc3)C(=O)[C@@H]21	-7%	i	5
32	O=C(NCc1ccc(OC(F)(F)F)cc1)c1cccc2c1C(=O)c1ccc(N3CCCCC3)cc1S2(=O)=O	5%	i	3
33	CCC(=O)c1ccc(OCC(=O)NC2CCCC2)cc1	1%	i	41
34	C=C[C@H]1C(O[C@@H]2O[C@H](CO)[C@@H](O)[C@H](O)[C@H]2O)OC=C2C(=O)N3CCc4cc(OC)c(O)cc4[C@H]3C[C@H]21 (stereo partly specified)	4%	i	15
35	C[C@H](CO)N1C[C@H](C)[C@@H](CN(C)C(=O)Nc2ccc(C(F)(F)F)cc2)Oc2ccc(NC(=O)Cn3cnnn3)cc2C1=O	1%	i	8
36	CN(C(=O)COC(=O)Cc1ccccc1[N+](=O)[O-])C1CCS(=O)(=O)C1 (stereo unspecified)	4%	i	56
37	O=C(CCCOC(=O)c1cccnc1Cl)c1ccc(Br)cc1	5%	i	46
38	CCOC(=O)C1=C(C)NC(C)=C(C(=O)OCC)C1C(=O)OCC(=O)NCCc1ccccc1	2%	i	43
39	COc1ccc(/C=C2\SC(=O)N(CCCC(=O)Nc3cc(Cl)ccc3C(=O)O)C2=O)cc1	6%	i	51
40	Cc1c(NC(=O)c2cc(-c3ccc(F)cc3)nc3ccccc23)c(=O)n(-c2ccccc2)n1C	1%	i	32
41	COC(=O)[C@]1(Cc2ccccc2)N[C@H](CN(C)C(=O)Nc2ccc(Cl)cc2)[C@@H]2C(=O)N(C)C(=O)[C@@H]21	5%	i	10
42	NC(=O)c1ccc(NC(=O)COC(=O)c2ccc3ccccc3n2)cc1	7%	i	55
43	O=C(Cc1cccc([N+](=O)[O-])c1)Nc1cccc(C(=O)N2CCCCC2)c1	12%	i	48
44	Cc1noc(C)c1S(=O)(=O)Nc1ccc2c(c1)C(=O)N([C@H](C)CO)C[C@H](C)[C@@H](CN(C)S(=O)(=O)c1ccc(F)cc1)O2	8%	i	.
45	Cc1ccc(S(=O)(=O)N2[C@@H](c3ccc(C(C)(C)C)cc3)C(C(=O)O)=CC[C@H]2c2ccc3c(c2)OCO3)cc1	11%	i	15

No.	Myeloid diff MLP	Myeloid diff MLP GFP+ MAC1+ %
31	i	2.5
32	i	2.0
33	i	0.8
34	i	3.1
35	i	0.8
36	i	0.7
37	i	0.8
38	i	0.5
39	i	0.5
40	i	1.2
41	i	4.8
42	i	0.3
43	i	1.5
44	i	0.7
45	i	0.4

The list continues.
No.	Structure	MgcRacGAP inhibition	T cell HTS	T cell HTS vesicle-bound %
46	C[C@H](CO)N1C[C@H](C)[C@@H](CN(C)S(=O)(=O)c2ccccc2)Oc2ccc(NS(=O)(=O)c3ccc(F)cc3)cc2C1=O	8%	i	.
47	O=C(N[C@H]1C/C=C\C[C@@H](CC(=O)N(CCO)Cc2ccccc2)C(=O)NC[C@H](c2ccccc2)OC1=O)OCC1c2ccccc2-c2ccccc21	4%	i	52
48	O=C(C[C@H]1C/C=C\C[C@@H](Cc2ccc(F)cc2)C(=O)OC[C@H]2CCCN2C1=O)NCCO	5%	i	15
49	Cc1ccc(CNC(=O)c2c(-c3ccccc3)sc3ccccc23)o1	2%	i	16
50	CCc1ccc(NC(=O)COC(=O)/C=C/c2ccco2)cc1	2%	i	47
51	O=C(COc1ccc2c(-c3ccccc3)cc(=O)oc2c1)NC(Cc1c[nH]c2ccccc12)C(=O)O (stereo unspecified)	4%	i	40
52	COc1ccccc1NS(=O)(=O)c1cc(N=N/C(C(=O)Nc2ccc(Cl)cc2)=C(/C)O)ccc1C	5%	i	57
53	CC(NC(=O)COC(=O)c1cccnc1Cl)C12CC3CC(CC(C3)C1)C2 (stereo unspecified)	8%	i	57
54	O=C(NCCCN1CCCC1=O)c1ccccc1OCc1ccc(Cl)cc1Cl	6%	i	11
55	O=C1N[C@@H](Cc2ccccc2)COC(=O)[C@@H](Cc2ccc(F)cc2)CC/C=C/C[C@H]1CC(=O)N(CCO)Cc1ccccc1	6%	i	11
56	COCCn1c(C)cc(C(=O)COC(=O)c2cccnc2SC)c1C	7%	i	45
57	COc1ccc(CNC(=O)CN2CCN(S(=O)(=O)c3c(C)c(C)cc(C)c3C)CC2)cc1OC	7%	i	51
58	COc1ccc(C(=O)C(C)OC(=O)CNC(=O)C2CCCCC2)cc1 (stereo unspecified)	3%	i	43
59	COc1ccccc1NS(=O)(=O)c1ccc2[nH]c(=S)oc2c1	0%	i	48
60	CC(C)(C)c1ccc(C(=O)N2CCN(C(=O)c3cccs3)CC2)cc1	4%	i	37

No.	Myeloid diff MLP	Myeloid diff MLP GFP+ MAC1+ %
46	i	0.7
47	+	12*
48	i	0.9
49	i	1.1
50	i	0.6
51	i	0.8
52	i	0.2
53	i	0.7
54	i	1.3
55	?	.
56	i	1.3
57	i	0.4
58	i	0.5
59	i	0.8
60	i	0.3

New compounds follow
No.	Structure	MgcRacGAP inhibition	T cell HTS	T cell HTS vesicle-bound %
61	COc1ccc(C2=NOC(Cn3nc(-c4ccccc4)cc3C(=O)NCc3cccc(C(F)(F)F)c3)C2)cc1 (stereo unspecified)	5%	i	14
62	Cc1ccc2c(c1)C(=O)C(=O)N2Cc1ccc(Cl)cc1	4%	i	55
63	Cn1c(N)c(C(=O)COC(=O)c2cc(S(=O)(=O)N3CCOCC3)ccc2F)c(=O)n(C)c1=O	4%	i	47
64	Cc1noc(C)c1S(=O)(=O)N(C)C[C@H]1Oc2c(NS(=O)(=O)c3cn(C)cn3)cccc2C(=O)N([C@H](C)CO)C[C@@H]1C	5%	i	15
65	CCN1C(=O)[C@H]2[C@@H](c3ccc(-c4ccc(OC)cc4)c(OC)c3)N[C@@](Cc3ccccc3)(C(=O)OC)[C@H]2C1=O	8%	i	16
66	O=C(COC(=O)C12CC3CC(CC(Br)(C3)C1)C2)Nc1cccc(S(=O)(=O)N2CCOCC2)c1	2%	i	30

No.	Myeloid diff MLP	Myeloid diff MLP GFP+ MAC1+ %
61	i	1.9
62	?	.
63	i	0.4
64	i	0.6
65	i	1.7
66	i	1.2

Six records drawn at random from those above:
No.	Structure	MgcRacGAP inhibition	T cell HTS	T cell HTS vesicle-bound %
36	CN(C(=O)COC(=O)Cc1ccccc1[N+](=O)[O-])C1CCS(=O)(=O)C1 (stereo unspecified)	4%	i	56
8	CCN(C(=O)CSc1nnnn1-c1ccc(Cl)cc1)C1CCS(=O)(=O)C1 (stereo unspecified)	-3%	i	33
61	COc1ccc(C2=NOC(Cn3nc(-c4ccccc4)cc3C(=O)NCc3cccc(C(F)(F)F)c3)C2)cc1 (stereo unspecified)	5%	i	14
2	COc1ccc(NS(=O)(=O)c2cc(NC(=O)COc3ccc(OC)cc3)ccc2N2CCOCC2)cc1	8%	i	33
38	CCOC(=O)C1=C(C)NC(C)=C(C(=O)OCC)C1C(=O)OCC(=O)NCCc1ccccc1	2%	i	43
49	Cc1ccc(CNC(=O)c2c(-c3ccccc3)sc3ccccc23)o1	2%	i	16

No.	Myeloid diff MLP	Myeloid diff MLP GFP+ MAC1+ %
36	i	0.7
8	i	0.9
61	i	1.9
2	i	0.5
38	i	0.5
49	i	1.1

Not all compounds are listed. The share of hits here may be higher or lower than overall.
